Source: PubChem
POLH inh = DNA polymerase eta (human) inhibition; recombinant Pol eta, fluorescent DNA replication assay; Potency, µM (titrated, usually from 114 µM), inactives show at the top dose activity change, negative = inhibition, hits mostly inhibitors; 1.2% of 390,000 active; AID 588591; also: potency is read from the fitted curve at half-maximal effect; % is scaled to controls: 0 for no effect and ±100 for the full control effect
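Fluorescent replication assay: 50 nM final substrate added after a 15 min room-temperature compound preincubation with 10 nM enzyme. Signal taken at 0 min and again at 10 min.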
ALOX12 inh = blocks human arachidonate 12S-lipoxygenase. P18054. purified 12hLO, xylenol orange hydroperoxide absorbance. Potency, µM (highest dose often 108 µM), inactives show at the top dose activity change, negative = inhibition, actives largely listed as inhibitors. 1.1% of 580,000 active; also: potency is read from the fitted curve at half-maximal effect; % is scaled to controls: 0 for no effect and ±100 for the full control effect
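Hydroperoxide product was detected by ferrous iron/xylenol orange as the 573 to 405 nm absorbance ratio. Arachidonic acid at 40 uM (final) was turned over for 30 min at room temperature by 150 nM human 12hLO, pH 7.0 Hepes buffer, after 15 min compound preincubation.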
LDHA inh = LDHA (human) enzyme inhibition | P00338 | purified LDHA, NADH/diaphorase-resazurin fluorescence; stronger effect = lower value | activity change, % (values are at about 110 or 230 µM) | 0.15% of 480,000 active; in the data active = activity change below about -30%; inconclusive = mostly about -25% to -30%;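 also: plate controls were DMSO wells for no effect and wells without enzyme for full effect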
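LDH5 2 nM; NADH 0.06 mM, pyruvate 0.2 mM; 200 mM Tris pH 7.4, EDTA, Tween-20; 5 min RT. Detection: diaphorase 0.133 mg/mL + resazurin 37 µM, fluorescence ex540/em590 at 0 and 20 min; normalized to enzyme-free and DMSO wells.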
APEX1 inh = blocks human APE1 abasic DNA cleavage; recombinant APE1, TAMRA/BHQ-2 abasic DNA cleavage fluorescence; Potency, µM (top dose mostly 65.8 µM), inactives show at the top dose activity change, negative = inhibition, hits mostly inhibitors; 0.35% of 350,000 active;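 also: potency is read from the fitted curve at half-maximal effect; plate controls were vehicle for no effect and reference inhibitor for full effect; nearly all actives have a fitted effect of over 55% in size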
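Incision of a quenched TAMRA/BHQ-2 THF abasic-site duplex (50 nM) by 0.75 nM APE1, after 15 min compound preincubation, measured as fluorescence increase over three 60 s reads. Values normalized to buffer, DMSO and NSC13755 control wells.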
POLK inh = inhibitors of human DNA polymerase kappa | 0.53% of 400,000 active | Potency, µM (highest dose often 107 µM), for inactives: top-dose activity, negative = inhibition, actives largely listed as inhibitors | purified Pol kappa, fluorescent DNA synthesis assay, 10 min; also: potency is read from the fitted curve at half-maximal effect; % is scaled to controls: 0 for no effect and ±100 for the full control effect
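Enzyme at 10 nM met test compounds for 15 min at room temperature. Substrate addition (50 nM final) began the reaction, which was monitored by fluorescence at 0 and 10 min.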
RGS4 inh = human RGS4 inhibition; P49798; Potency, µM (series often up to 114 µM), for the others: top-dose activity change, negative = inhibition, hits mostly inhibitors; 0.039% of 390,000 active; Transcreener GDP fluorescence polarization, RGS4-accelerated GTP hydrolysis; AID 504845; also: potency is read from the fitted curve at half-maximal effect; % is scaled to controls: 0 for no effect and ±100 for the full control effect; nearly all actives have a fitted effect of over 75% in size; some results filed as inactive show a strong effect at the top dose
Target sequence (P49798 whole entry, looked up): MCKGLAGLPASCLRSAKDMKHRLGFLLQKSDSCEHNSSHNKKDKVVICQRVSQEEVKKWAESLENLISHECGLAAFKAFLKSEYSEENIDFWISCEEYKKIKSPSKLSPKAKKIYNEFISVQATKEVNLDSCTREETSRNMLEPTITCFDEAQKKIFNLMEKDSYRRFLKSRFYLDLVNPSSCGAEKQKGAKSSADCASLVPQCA
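MLSMR compounds (23 nl, pin-transferred) preincubated 10 min at room temperature with a 500nM (2x) first reagent, then RGS4 at 900nM (2x) plus Transcreener GDP mix added; fluorescence polarization (620/688 nm) read before and after 90 min at 30 °C.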
Pol beta inh = DNA polymerase beta (human) inhibition | Pol beta primer extension/strand displacement, fluorescence kinetic | Potency, µM (titrated, usually from 114 µM), without a hit: at the highest dose activity change, negative = inhibition, hits mostly inhibitors | 1.3% of 340,000 active | AID 485314; also: potency is read from the fitted curve at half-maximal effect; % is scaled to controls: 0 for no effect and ±100 for the full control effect
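10 nM enzyme + cpd, 15 min RT; start with substrate 50 nM final; read 0 min and after 10 min RT. Corrected, normalized data; 4-parameter Hill curve fit.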
Anesthetic bind = binds horse apoferritin like a general anesthetic | apoferritin/1-aminoanthracene competitive binding, fluorescence | 0.074% of 350,000 active | AID 485281 | Potency, µM (series often up to 77.5 µM), without a hit: at the top dose activity change, negative = displacement, most hits filed as inhibitors | P02791; also: potency is read from the fitted curve at half-maximal effect; % is scaled to controls: 0 for no effect and ±100 for the full control effect; nearly all actives have a fitted effect of over 20% in size
Target sequence (P02791 2-175 limits assumed): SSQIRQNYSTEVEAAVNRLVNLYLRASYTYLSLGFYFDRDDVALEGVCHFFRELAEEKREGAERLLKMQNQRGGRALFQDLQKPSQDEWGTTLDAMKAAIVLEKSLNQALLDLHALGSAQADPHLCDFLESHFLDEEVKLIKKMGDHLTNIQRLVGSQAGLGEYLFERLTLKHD
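Probe: 1-aminoanthracene (50% saturated, PBS). Protein: horse-spleen apoferritin, 10 uM. Incubation: 10 min, room temperature. Detection: 380 nm excitation, 535 nm emission. Analysis: normalized response, four-parameter Hill.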
ERG Ets-DNA blk = inhibitors of human ERG Ets domain-DNA interaction. P11308. fluorescence polarization, His-ERG Ets domain / labelled DNA. Potency, µM (top dose mostly 76.9 µM), for the others: at the top dose FP activity, negative = inhibition, most hits filed as inhibitors. 0.028% of 370,000 active; active = well fitted inhibition curve with a large enough effect in the polarisation, with a control signal flat; inconclusive = small, poorly fitted or top-dose-only effect, or effect the other way, or a change in a side signal; inactive = no such curve, though single readings can be large or run the other way; the % refers to the polarisation;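 also: polarization taken with two DNA probes labelled with fluorescein and Texas red; potency is read from the fitted curve at half-maximal effect; % of control where 0% means no effect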
Target sequence (P11308 whole entry, looked up, the tested form may be a part): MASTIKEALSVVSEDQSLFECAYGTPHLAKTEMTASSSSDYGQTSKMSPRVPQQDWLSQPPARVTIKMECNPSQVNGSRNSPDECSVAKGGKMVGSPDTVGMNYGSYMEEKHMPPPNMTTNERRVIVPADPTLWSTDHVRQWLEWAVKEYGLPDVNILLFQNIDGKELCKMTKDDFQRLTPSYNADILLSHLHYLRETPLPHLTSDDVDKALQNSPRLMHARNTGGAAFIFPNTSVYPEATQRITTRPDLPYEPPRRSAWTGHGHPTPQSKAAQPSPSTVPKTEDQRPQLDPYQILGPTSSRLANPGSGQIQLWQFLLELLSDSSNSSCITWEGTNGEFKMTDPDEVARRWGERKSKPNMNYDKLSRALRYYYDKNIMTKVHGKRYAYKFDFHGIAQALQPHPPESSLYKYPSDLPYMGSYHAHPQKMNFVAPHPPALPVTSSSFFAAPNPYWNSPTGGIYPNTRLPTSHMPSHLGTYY
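His-tagged ERG Ets domain (1 uM in the protein solution; 300mM KCl, 50mM Tris-HCl, 1mM EDTA, 1mM DTT, pH 7.5) received compound, then a probe mix of 5 nM fluorescein-DNA and 100nM Texas-615-DNA. Fluorescence polarization was read for both dyes.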
* hit, by the source's call; ? = inconclusive; . = no result given; [ ] = another dose, or the depositor's remark. Unless noted, calls follow the shape of the dose curve; as a rule, active = well fitted curve in the direction sought with a large enough effect; inconclusive = small, poorly fitted or top-dose-only effect, or another doubt; inactive = no such curve, though single readings can be large; an effect the other way counts as inactive or inconclusive. The list is partial (hit frequency here may not be typical).

#	SMILES	POLH inh	ALOX12 inh	LDHA inh	APEX1 inh	POLK inh
1	CN(CC(=O)Nc1ccccc1C(=O)NC1CC1)Cc1ccc(Cl)cc1	-15%	81%[activator]	-2	4%	-12%
2	CNS(=O)(=O)c1cn(CC(=O)NCc2ccc(OC)cc2)cc1S(=O)(=O)NC	-5%	0%	-3	-2%	0%
3	COc1ccc(CCn2c(=N)c(S(=O)(=O)c3ccc(Cl)cc3)cc3c(=O)n4ccccc4nc32)cc1	1%	1%	-1	-3%	-23%
4	Cc1ccc(NC(=O)c2ccc(Br)cc2)c(C(=O)c2ccccc2)c1	15%	0%	-1	.	-3%
5	Cc1cccc(OCC(=O)Nc2c(C(=O)Nc3ccc(F)cc3)oc3ccccc23)c1	-18%	-14%	-1	.	-4%
6	Cc1cccc(-c2cc3nc(C)cc(C)n3n2)c1	4%	-7%	-6	-4%	-1%
7	Cc1nc(=O)c(-c2ccccc2)c(C)n1-c1ccccc1O	1%	0%	-4	-4%	-15%
8	Cc1ccc(-n2c(=O)[nH]cc(C(=O)N3CCc4ccccc43)c2=O)cc1	-10%	-9%	-2	-2%	-5%
9	COc1ccccc1OCCNC1CCCC1	-3%	?	-17	3%	6%
10	CCCCCC(O)CCc1n[nH]c(=S)n1-c1ccccc1 (centres undefined)	2%	?	-4	-8%	-7%
11	CN1/C(=C\C(=O)CSc2ncn[nH]2)C(C)(C)c2ccccc21	-25%	12%	-2	24%	-15%
12	COc1ccc(OCCC(=O)OCC(=O)Nc2cccc(S(=O)(=O)N3CCCCC3)c2)cc1	?	0%	2	14%	-21%
13	COC(=O)C1=C(N)Oc2cc(C)oc(=O)c2C1c1cccnc1 (centres undefined)	8%	-24%	-8	8%	-4%
14	S=C(NCc1cccs1)Nc1ccccc1Cl	-14%	?	-1	5%	0%
15	COc1ccccc1N1C(=NC(=O)C(C)Oc2ccccc2)SC2CS(=O)(=O)CC21 (centres undefined)	-2%	0%	-4	-8%	-15%

#	RGS4 inh	Pol beta inh	Anesthetic bind	ERG Ets-DNA blk
1	-13%	.	.	-5%
2	19%	14%	-8%	0%
3	19%[11.4 µM]	21%	-4%	-10%
4	?	0%	?	2%
5	15%	-1%	-3%	-1%
6	-39%	-17%	-13%	1%
7	-13%	22%	-8%	3%
8	-3%[56.9 µM]	27%	-9%	-2%
9	1%	17%	-10%	-1%
10	-26%	0%	-14%	3%
11	-14%	37%	-9%	-1%
12	-7%	.	.	-4%
13	24%	35%	-15%	6%
14	-20%	29%	-10%	-1%
15	26%[11.4 µM]	11%	-6%	9%

Arranged by length of the SMILES (falling): some entries from above.
#	SMILES	POLH inh	ALOX12 inh	LDHA inh	APEX1 inh	POLK inh
8	Cc1ccc(-n2c(=O)[nH]cc(C(=O)N3CCc4ccccc43)c2=O)cc1	-10%	-9%	-2	-2%	-5%
4	Cc1ccc(NC(=O)c2ccc(Br)cc2)c(C(=O)c2ccccc2)c1	15%	0%	-1	.	-3%
6	Cc1cccc(-c2cc3nc(C)cc(C)n3n2)c1	4%	-7%	-6	-4%	-1%

#	RGS4 inh	Pol beta inh	Anesthetic bind	ERG Ets-DNA blk
8	-3%[56.9 µM]	27%	-9%	-2%
4	?	0%	?	2%
6	-39%	-17%	-13%	1%

Back to the main list with the 2 entries that preceded the break.
#	SMILES	POLH inh	ALOX12 inh	LDHA inh	APEX1 inh	POLK inh
14	S=C(NCc1cccs1)Nc1ccccc1Cl	-14%	?	-1	5%	0%
15	COc1ccccc1N1C(=NC(=O)C(C)Oc2ccccc2)SC2CS(=O)(=O)CC21 (centres undefined)	-2%	0%	-4	-8%	-15%
16	COCC(=O)Nc1ccccc1C(=O)NC(C)C	-10%	-7%	-4	6%	-8%
17	COc1ccc(-c2nnc(OC)c3ccccc23)cc1	2%	-7%	0	-12%	7%
18	C=CCOc1c(Br)cc(/C=N/NC(=O)Cc2ccc(C(F)(F)F)cc2[N+](=O)[O-])cc1OC	-3%	1%	-8	4%	-7%
19	COc1ccc(C(=O)/C=C/c2ccc(OC3CSC3)cc2)cc1	-17%	-6%	-7	2%	-6%
20	COc1ccc(N2CCN(C(=O)CN(C)S(=O)(=O)c3cnc[nH]3)CC2)cc1	-4%	-19%	4	3%	-6%
21	COc1ccc(S(=O)(=O)N2CCOCC2)cc1NC(=O)CSc1nnnn1C1CC1	-17%	338%[activator]	-4	28%	-6%
22	CC(C)c1ccc(NC(=O)CSC2=Nc3ccccc3C3=NC(CCC(=O)NCc4ccc(F)cc4)C(=O)N23)cc1 (centres undefined)	-18%	?	4	.	5%[60.1 µM]
23	CNc1oc(Cc2ccccc2)nc1S(=O)(=O)c1ccccc1	2%	.	-6	11%	-12%
24	COc1ccc(/C=C/C(=O)NC(=S)Nc2ccc(S(=O)(=O)N=C(N)N)cc2)cc1OC	11%	100%[activator]	-14	36%	-2%
25	O=[N+]([O-])c1ccc(Cl)c(S(=O)(=O)Nc2cccc(S(=O)(=O)NC3=NCCC3)c2)c1	-16%	?	47	46%	-13%
26	Cn1nc(C(F)(F)F)c(-c2cccc(C(F)(F)F)c2)c1NC(=O)Nc1ccc(F)cc1	-15%	139%[activator]	0	0%	-10%
27	COc1ccc(CCN(C)Cc2ccc(OCc3ccccc3)c(OC)c2)cc1OC	-18%	?	-32*	-8%	-13%
28	S=C(Nc1ccc2nccnc2c1)N1CCOCC1	-4%	?	16	1%	-19%
29	COCCn1c(C)cc(C(=O)COC(=O)CNC(=O)c2ccco2)c1C	4%	23%	-2	5%	4%
30	CCOC(=O)N1CCN(Cc2nc3cc(NC(=O)C(C)C)ccc3n2CC)CC1	3%	3%	-1	5%	-16%

#	RGS4 inh	Pol beta inh	Anesthetic bind	ERG Ets-DNA blk
14	-20%	29%	-10%	-1%
15	26%[11.4 µM]	11%	-6%	9%
16	-4%	-1%	23%	0%
17	-18%	-10%	-21%	-6%
18	1%	24%	-5%	13%
19	-20%	-23%	-13%	-1%
20	-8%	16%	4%	.
21	-43%	.	.	9%
22	-38%	-5%	?	1%
23	-52%[11.4 µM]	1%	37%[activator]	-9%
24	11%	-15%	-3%	6%
25	?	.	.	-15%
26	-41%	5%	-2%	-10%
27	21%	10%	?	-1%
28	-25%	-1%	6%	1%
29	21%	.	.	7.9µM*
30	-9%	-8%	7%	15%

(listing goes on)
#	SMILES	POLH inh	ALOX12 inh	LDHA inh	APEX1 inh	POLK inh
31	Cn1c(NC(=O)C[n+]2cc(-c3ccc(Cl)cc3)n3c2CCC3)cc(=O)n(C)c1=O	-18%	-15%	-8	2%	-4%
32	O=C1CC(N2CCN(c3cccc(C(F)(F)F)c3)CC2)C(=O)N1c1ccccc1F (centres undefined)	?	0%	3	-8%	-13%
33	COc1ccccc1C(=O)COC(=O)COc1ccc(C#N)cc1	-7%	-15%	-6	7%	-5%
34	Cc1cc(NC(=O)CCC(=O)N(c2ccccc2C)C(C(=O)NC2CCCC2)c2ccccc2)no1 (centres undefined)	6%	-11%	-7	-1%[12.4 µM]	-16%
35	Cc1c(Cl)cccc1NC(=S)NC(=O)c1cncc(Br)c1	-11%	?	-18	.	-4%
36	O=C(Nc1cccc(-c2ccc(N3CCCCC3)nn2)c1)C(F)(F)F	-21%	-2%	0	-13%	-15%
37	O=C1NC(=S)N/C1=C/c1cccc([N+](=O)[O-])c1	?	-3%	-6	-5%	-5%
38	CC12CCC(O)CC1=CCC1C2CCC2(C)c3[nH]ncc3CC12 (centres undefined)	-11%	-6%	-17	.	-7%
39	CCOC(=O)c1cccc(N2C(N)=NC(N)=NC2(C)C)c1	-8%	15%	-1	-10%	-16%
40	COc1cc(NC(=O)CCCNC(=O)c2ccc(Cl)cc2)cc(OC)c1OC	-2%	15%	0	20%	-17%
41	CC(O)Cn1ccccc1=N (centres undefined)	-3%	0%	-6	2%	-4%
42	Cc1cc(C)c(NC(=O)CC(=O)c2ccccc2)c(Cl)c1	0%	1%	-4	-14%	9%
43	O=C(COC(=O)/C=C/c1cccc(Br)c1)NC1CC1	-3%	-3%	-8	3%	-5%
44	Cc1cccc(NC(=O)CSc2nc3c([nH]c4ccccc43)c(=O)n2-c2cc(C)cc(C)c2)c1	-4%	0%	-4	.	-4%[60.1 µM]

#	RGS4 inh	Pol beta inh	Anesthetic bind	ERG Ets-DNA blk
31	-23%	2%	2%	-2%
32	-32%	0%	?	-5%
33	-16%	.	.	8%
34	-3%	15%	-10%	1%
35	-25%	.	.	22%
36	-15%	-23%	-14%	-7%
37	-11%	5%	-1%	-9%
38	-7%	.	.	-11%
39	0%	1%	-8%	-14%
40	16%	31%	0%	-7%
41	1%	21%	-3%	-7%
42	9%	41%	0%	0%
43	24%	.	.	-8%
44	-2%	-10%	-11%	0%
